Screens from PubChem BioAssay.
IDH1 R132H inh: qHTS for Inhibitors of mutant isocitrate dehydrogenase 1 (IDH1): qHTS; AID 602179, 2012; Isocitrate dehydrogenase [NADP] cytoplasmic (Homo sapiens), O75874; 0.093% of 390,000 active; IDH1-R132H enzyme, NADPH consumption, diaphorase/resazurin fluorescence; Potency, µM (series often up to 76.6 µM), for inactives: at the highest dose activity change, negative = inhibition, usual class: inhibitors; also: potency is read from the fitted curve at half-maximal effect; % is scaled to controls: 0 for no effect and ±100 for the full control effect; nearly all actives have a fitted effect of over 65% in size
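IDH1-R132H (0.5 ug/mL) preincubated 30 min with compound, then NADPH (0.016 mM) and alpha-KG (2 mM) added; 80 min at RT, pH 7.5. Remaining NADPH coupled via diaphorase/resazurin to fluorescence (540/590 nm); concentration-response curves normalized to no-enzyme control.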
TrxR1 substrate: qHTS Assay for Substrates of Mammalian Selenoprotein Thioredoxin Reductase 1 (TrxR1): qHTS; 0.01% of 390,000 active; Potency, µM (highest dose often 114 µM), without a hit: top-dose activity change, negative = substrate turnover; purified TrxR1 substrate turnover, NADPH consumption readout; Thioredoxin reductase 1, cytoplasmic (Rattus norvegicus), O89049; also: potency is read from the fitted curve at half-maximal effect; % is scaled to controls: 0 for no effect and ±100 for the full control effect; nearly all actives have a fitted effect of over 50% in size
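Rat TrxR1, dispensed at 90 nM, was prereduced with 400 uM NADPH (final) for 5 min at ~22 deg C, then incubated with compound 15 min before 400 uM selenite. A first-read NADPH fluorescence drop versus no-compound background flagged substrates.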
GLS inh: qHTS for Inhibitors of Glutaminase (GLS); Glutaminase kidney isoform, mitochondrial (Homo sapiens), O94925; GLS enzymatic activity, qHTS titration; Potency, µM (highest dose often 45.5 µM), without a hit: at the top dose activity change, negative = inhibition, hits mostly inhibitors; 0.21% of 410,000 active; AID 624170, 2012; also: potency is read from the fitted curve at half-maximal effect; % is scaled to controls: 0 for no effect and ±100 for the full control effect
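Enzyme dispensed in phosphate buffer (45 mM, pH 8.2, 0.02% Tween-20), compounds pinned in, then 1 mM L-glutamine solution and the glutamate oxidase–HRP–Amplex Red mix added; fluorescence read immediately and again after 30 min at room temperature.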
PI4K2A block: qHTS for small molecular inhibitors of PI4K2A | activity change, negative = inhibition, % at 76.9 µM | Phosphatidylinositol 4-kinase type 2-alpha (Homo sapiens), Q9BTU6 | 0.13% of 420,000 active | purified PI4K2A, ADP-Glo luminescence, 1 h; hits give low values; in the data active = activity change below about -50%; inconclusive = mostly about -30% to -49%;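 also: -100% = wells without enzyme as full effect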
Target sequence (Q9BTU6 whole entry, looked up): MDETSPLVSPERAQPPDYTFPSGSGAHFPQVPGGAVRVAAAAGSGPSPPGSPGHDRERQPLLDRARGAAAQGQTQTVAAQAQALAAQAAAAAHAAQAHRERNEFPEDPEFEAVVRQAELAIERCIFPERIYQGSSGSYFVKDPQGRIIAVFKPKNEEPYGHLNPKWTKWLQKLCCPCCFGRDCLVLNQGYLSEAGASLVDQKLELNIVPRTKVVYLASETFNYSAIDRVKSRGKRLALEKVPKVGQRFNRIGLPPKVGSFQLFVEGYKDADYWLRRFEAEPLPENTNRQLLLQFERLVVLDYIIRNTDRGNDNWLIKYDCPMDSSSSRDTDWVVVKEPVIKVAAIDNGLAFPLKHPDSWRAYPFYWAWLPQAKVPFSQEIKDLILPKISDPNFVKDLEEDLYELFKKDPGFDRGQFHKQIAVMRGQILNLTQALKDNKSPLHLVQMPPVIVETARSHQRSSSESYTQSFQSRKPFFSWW
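Compounds are screened against recombinant PI4K2A using PI as substrate and ATP, the latter dispensed at 300 microM. Reactions run one hour at ambient temperature before ADP-Glo detection; full inhibition defined by wells lacking enzyme.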
HP1b chromo inh: HTS for Inhibitors of HP1-beta Chromodomain Interactions with Methylated Histone Tails. Chromobox protein homolog 1 (Homo sapiens), P83916. AlphaScreen HP1-beta / biotin-H3K9me3 peptide binding. Potency, µM (highest dose often 114 µM), inactives show top-dose activity change, negative = inhibition, actives largely listed as inhibitors. 0.56% of 390,000 active; also: potency is read from the fitted curve at half-maximal effect; nearly all actives have a fitted effect of over 70% in size; inactives centre near 23
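Compound inhibition of the preformed complex between 50 nM HP1-beta and 50 nM biotinylated H3K9me3 peptide was read by AlphaScreen. Buffer was PBS pH 7.4 with 0.01% Tween-20. Incubations ran 30 min at room temperature, with 10 ug/mL donor/acceptor beads.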
rTrxR1 inhibitor: qHTS Assay for Inhibitors of Mammalian Selenoprotein Thioredoxin Reductase 1 (TrxR1): qHTS; Thioredoxin reductase 1, cytoplasmic (Rattus norvegicus), O89049; recombinant rTrxR1, NADPH fluorescence consumption, selenite substrate; Potency, µM (doses to about 114 µM), without a hit: at the top dose activity change, negative = inhibition, usual class: inhibitors; 1% of 390,000 active; also: potency is read from the fitted curve at half-maximal effect; % is scaled to controls: 0 for no effect and ±100 for the full control effect; nearly all actives have a fitted effect of over 65% in size
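Rat TrxR1 (90 nM in the dispensed reagent) was pre-reduced with 400 uM NADPH for 5 min at room temperature, then incubated with compound for 15 min. After 400 uM selenite was added, NADPH fluorescence (Ex 340/Em 450 nm) was followed for 8 min.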
Pin1 inhibitor: qHTS Assay to Find Inhibitors of Pin1 | Peptidyl-prolyl cis-trans isomerase NIMA-interacting 1 (Homo sapiens), Q13526 | Pin1 FP peptide displacement, HiFluor488, 10 min | Potency, µM (doses to about 115 µM), for inactives: at the top dose activity, negative = inhibition, actives largely listed as inhibitors | 0.009% of 390,000 active | AID 504891, 2011; active = well fitted inhibition curve with a large enough effect in the polarisation, with a control signal flat, not every such curve was filed as active; inconclusive = small, poorly fitted or top-dose-only effect, or effect the other way, or a change in a side signal; inactive = no such curve, though single readings can be large or run the other way; the % refers to the polarisation; also: potency is read from the fitted curve at half-maximal effect; % is scaled to controls: 0 for no effect and ±100 for the full control effect
Target sequence (Q13526 whole entry, looked up): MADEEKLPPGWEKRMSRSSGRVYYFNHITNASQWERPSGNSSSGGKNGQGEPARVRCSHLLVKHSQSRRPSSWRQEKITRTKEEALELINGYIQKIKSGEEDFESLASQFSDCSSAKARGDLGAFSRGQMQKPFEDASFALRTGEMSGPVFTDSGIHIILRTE
USP1 inh: Inhibitors of USP1/UAF1: Primary Screen; recombinant USP1/UAF1, Ub-Rhodamine cleavage fluorescence; Potency, µM (titrated, usually from 57.1 µM), for the others: at the top dose activity change, negative = inhibition, most hits filed as inhibitors; 0.23% of 390,000 active; Ubiquitin carboxyl-terminal hydrolase 1 (Homo sapiens), O94782; also: potency is read from the fitted curve at half-maximal effect; % is scaled to controls: 0 for no effect and ±100 for the full control effect; nearly all actives have a fitted effect of over 60% in size; inactives centre near -12
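USP1/UAF1 complex at 1 nM was preincubated with compound for 15 min at room temperature, then Ub-Rho substrate (150nM final) was added. Fluorescence (480/540 nm) was read kinetically, 6 reads every 60 seconds.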
PGK inhibitor: qHTS Assay to Find Inhibitors of Phosphoglycerate Kinase | Phosphoglycerate kinase, glycosomal (Trypanosoma brucei brucei), P07378 | PGK/GAPDH coupled, Kinase-Glo luminescence, 60 min | Potency, µM (top dose mostly 57.5 µM), without a hit: at the top dose activity change, negative = inhibition, usual class: inhibitors | 0.043% of 380,000 active; also: potency is read from the fitted curve at half-maximal effect; % is scaled to controls: 0 for no effect and ±100 for the full control effect; nearly all actives have a fitted effect of over 60% in size
Target sequence (P07378 whole entry, looked up): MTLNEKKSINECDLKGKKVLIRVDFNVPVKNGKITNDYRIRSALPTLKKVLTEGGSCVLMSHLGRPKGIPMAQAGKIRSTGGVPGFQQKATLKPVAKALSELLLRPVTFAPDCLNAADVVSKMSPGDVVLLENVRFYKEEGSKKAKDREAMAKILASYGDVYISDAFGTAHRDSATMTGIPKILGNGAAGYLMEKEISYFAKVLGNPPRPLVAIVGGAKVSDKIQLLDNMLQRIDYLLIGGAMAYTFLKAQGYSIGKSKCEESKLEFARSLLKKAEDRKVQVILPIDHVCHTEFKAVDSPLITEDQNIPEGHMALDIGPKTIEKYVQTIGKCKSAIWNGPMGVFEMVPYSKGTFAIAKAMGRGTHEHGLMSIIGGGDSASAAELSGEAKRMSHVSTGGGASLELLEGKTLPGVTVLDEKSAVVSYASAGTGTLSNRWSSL
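Recombinant glycosomal PGK reaction used 1,3-bisphosphoglycerate generated in-well by GAPDH (100nM final) in 100mM TEA pH 7.6, 5mM MgCl2, 0.01% Tween-20. After 60 minutes at room temperature, ATP was read by Kinase-Glo Plus luminescence end-point.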
Active calls of the source: *; i = inactive; ? = inconclusive; [ ] = remark or other dose. Unless noted, calls follow the shape of the dose curve; as a rule, active = well fitted curve in the direction sought with a large enough effect; inconclusive = small, poorly fitted or top-dose-only effect, or another doubt; inactive = no such curve, though single readings can be large; an effect the other way counts as inactive or inconclusive.

SMILES	IDH1 R132H inh	TrxR1 substrate	GLS inh	PI4K2A block	HP1b chromo inh	rTrxR1 inhibitor	Pin1 inhibitor	USP1 inh	PGK inhibitor
CCOC(=O)C1=C(C)NC(C)=C(C(=O)OCC)C1C(=O)OCC(=O)N(CC)C1CCS(=O)(=O)C1 (centres undefined)	-3%	-2%[57.1 µM]	16%	3	33%	12%[57.1 µM]	-1%	-15%	-5%
CCCCn1c(SCC(=O)N(CC)C2CCS(=O)(=O)C2)nnc1C(CC)N(C)C (centres undefined)	-2%	8%[57.1 µM]	0%	0	65%[activator]	-14%[57.1 µM]	?	-19%	3%
CCCn1nc(C(=O)OCC(=O)Nc2cccc(S(N)(=O)=O)c2)c2ccccc2c1=O	0%	-2%	-2%	0	43%[activator]	11%	-3%	-22%	-6%
CCCCn1c(SCC(=O)Nc2ccccc2C(F)(F)F)nc2ccsc2c1=O	2%	8%[57.1 µM]	5%	-1	25%	15%	-8%	-24%	-4%
Cn1/c(=N/N=C/c2ccc(N3CCOCC3)cc2)sc2ccccc21	19%	-8%	2%	4	20%	-1%	32%[activator]	-6%	4%
O=C(Cc1ccc(Cl)cc1)NC(=S)Nc1ccccc1N1CCOCC1	5%	0%	-3%	2	12%	?	0%	-24%	-4%
CCCCn1nnnc1SCC(=O)Nc1ccc(F)cc1	0%	-8%	-2%	-3	56%[activator]	-10%	2%	-3%	0%
COC(=O)c1sccc1-c1ccc(/C=N/OC(=O)c2ccccc2)o1	9%	33%[57.1 µM]	0%	2	13%	43%[activator][57.1 µM]	18%	-13%	i
Cc1ccc(Cl)c2sc(NC(=O)C3CC3)nc12	-4%	-2%[57.1 µM]	7%	-4	20%	-4%[57.1 µM]	0%	-13%	2%
O=C(CN(C1CCCCC1)S(=O)(=O)c1ccc(F)cc1)NCC1CCCO1 (centres undefined)	0%	-3%	38%[activator]	1	?	-13%	3%	-19%	-6%
COCCCNC1=C(Cl)C(=O)c2ccccc2C1=O	-12%	-3%	9%	-2	?	16%	?	?	-8%
CC(=O)c1nn(-c2cccc(Br)c2)cc1C(=O)c1ccc2ccccc2c1	2%	2%	-7%	1	22%	14%	6%	-7%	-1%
COc1cc(C2c3c(oc4ccccc4c3=O)C(=O)N2Cc2ccncc2)ccc1O (centres undefined)	-3%	7%[57.1 µM]	8%	0	12%	17%[57.1 µM]	0%	-4%	i
CCCC(C)CO (centres undefined)	8%	8%	-6%	-2	58%[activator]	22%	-4%	-16%	i
COc1ccc(C(Nc2ccc(S(=O)(=O)N3CCOCC3)cc2)C(=O)NCCC(C)C)cc1OC (centres undefined)	1%	8%[0.0914 µM]	-3%	-7	45%[activator]	2%[57.1 µM]	-3%	-17%	-1%

Full records, looked up by structure. Order of values: IDH1 R132H inh, TrxR1 substrate, GLS inh, PI4K2A block, HP1b chromo inh, rTrxR1 inhibitor, Pin1 inhibitor, USP1 inh, PGK inhibitor
CCCCn1c(SCC(=O)Nc2ccccc2C(F)(F)F)nc2ccsc2c1=O as listed: 2%, 8%[57.1 µM], 5%, -1, 25%, 15%, -8%, -24%, -4%
CCCn1nc(C(=O)OCC(=O)Nc2cccc(S(N)(=O)=O)c2)c2ccccc2c1=O as listed: 0%, -2%, -2%, 0, 43%[activator], 11%, -3%, -22%, -6%

The list continues.
SMILES	IDH1 R132H inh	TrxR1 substrate	GLS inh	PI4K2A block	HP1b chromo inh	rTrxR1 inhibitor	Pin1 inhibitor	USP1 inh	PGK inhibitor
COCn1ccnc1C(O)(c1ccc(OC)cc1)c1ccc(OC)cc1	3%	-2%	8%	3	42%[activator]	-8%	-9%	-2%	8%
CCOC(=O)C(C)Sc1nc(-c2ccccc2)nc2ccccc12 (centres undefined)	0%	9%[57.1 µM]	2%	-1	163%[activator]	9%[57.1 µM]	12%	-19%	-6%
O=C(CSc1ncnc2c1nnn2Cc1ccccc1F)NCC1CCCO1 (centres undefined)	-2%	2%	1%	3	33%	15%	-13%	-15%	i
O=C(CSc1nnc(CN2CCCC2)n1-c1ccccc1)c1ccc2c(c1)OCO2	2%	5%	10%	3	27%	?	15%	-16%	-2%
COc1cc(C2SC(C)C(=O)N2CCc2ccccc2)cc(OC)c1OC (centres undefined)	-6%	-2%	-1%	3	31%	8%	1%	-17%	2%
O=C(NCc1nnc(SCC(=O)N2CCCc3ccccc32)o1)c1ccccc1F	-5%	2%	10%	0	28%	10%	0%	2%	4%
CCCN1C(=O)N(c2cccc(C)c2)C(C)(O)CC1(C)C (centres undefined)	5%	3%	14%	3	51%[activator]	28%	-12%	-10%	3%
COc1ccc(NC(=S)N2CCC(C(O)(c3ccccc3)c3ccccc3)CC2)cc1	0%	-4%	6%	-2	1%	-8%	2%	-12%	-19%
O=C1C=C(c2cccc(CO)c2)C[C@@H](c2ccc(Cl)cc2)C1	11%	-11%[57.1 µM]	3%	-4	36%	8%[57.1 µM]	1%	-24%	i
C=CCn1c(C)c(C(C)=O)c(N2CCOCC2)nc1=S	5%	-11%[57.1 µM]	2%	-12	53%[activator]	-6%[57.1 µM]	-3%	-25%	-5%
CCc1ccc(NS(=O)(=O)c2ccc(OC)c(C)c2)cc1	-7%	-13%	0%	1	17%	-6%	1%	-22%	-7%
COc1ccc(NC(=S)NNC(=O)c2cccnc2)cc1OC	4%	0%[57.1 µM]	3%	-3	21%	6%[57.1 µM]	-6%	-18%	3%
COc1ccc(C(=O)N/C(=C/c2cccnc2)C(=O)NCc2ccco2)cc1OC	11%	11%[57.1 µM]	13%	-2	-12%	7%[57.1 µM]	-8%	8%	i
COc1ccc(/C(C)=N/Nc2nc3ccccc3n3cnnc23)cc1OC	10%	11%[57.1 µM]	?	-8	19%	16%[57.1 µM]	-4%	-15%	-8%
Cc1ccc(-c2nc(NC(=O)CSc3nc(C)nc4sc5c(c34)CCCC5)ns2)cc1	1%	7%	-7%	2	21%	30%	11%	-6%	-3%
CCCc1cc(=O)[nH]c(SCC(=O)Nc2ccc(C)cc2)n1	16%	13%	3%	0	31%	38%	-5%	-17%	i
COc1ccc(OC)c(C(=O)CSc2nc3ccccc3n2CC(=O)NC(C)(C)C)c1	-2%	2%	4%	4	16%	-2%	-11%	-26%	0%
Nc1ccc(C(=O)N/N=C/c2cn(Cc3ccccc3F)c3ccccc23)cc1	-11%	5%	8%	-5	9%	9%	-2%	-23%	-6%
CSc1ccc(CCNC(=O)CN2C(=O)CCSc3ccccc32)cc1	0%	1%	2%	3	41%[activator]	20%	-9%	-20%	i
CCCN(CC(=O)Nc1ccccc1C)C(=O)C1CC(=O)N(c2ccc(C)cc2)C1 (centres undefined)	-6%	-2%	-17%	-1	22%	24%[57.1 µM]	9%	-19%	-3%
O=C(CNS(=O)(=O)c1ccc2ccccc2c1)OCC(=O)c1ccc(Br)s1	4%	-4%	-2%	-3	22%	-5%	18%	-11%	i
O=C(CCc1nc2ccccc2s1)c1ccccc1	5%	-4%	12%	-1	53%[activator]	1%	-2%	-8%	4%
COc1cccc2c1C(=O)c1c(O)c3c(c(O)c1C2=O)C[C@@](O)(C(=O)CO)C[C@@H]3O[C@H]1C[C@H](N)[C@@H](O)[C@H](C)O1	4%	-1%	-5%	-15	?	6%	?	28µM*	-8%
CC1(C)CC(=O)C(CCC(=O)c2ccccc2)C(C)(C)N1 (centres undefined)	6%	-3%	0%	-3	26%	-5%	1%	-8%	-1%
Cc1nnc(SCCN2C(=O)c3ccccc3C2=O)[nH]c1=O	2%	9%[57.1 µM]	5%	8	34%	5%[57.1 µM]	0%	-6%	2%
C=CCn1c(COc2ccc(F)cc2)nnc1SC(C)C(=O)NCC1CCCO1 (centres undefined)	1%	2%	0%	0	43%[activator]	22%	-7%	-21%	-6%
Cc1[nH]ccc(=O)c1OCc1c(F)cccc1Cl	0%	3%	-1%	5	38%	20%	2%	-15%	-5%
O=C(Nc1cccc(C(=O)O)c1)/C(=C\c1ccc2c(c1)OCO2)NC(=O)c1ccc(Br)cc1	-5%	?	4%	-7	15%	?	1%	0%	0%
Cc1ccc(-n2ncc3c(N4CCN(c5ccc(F)cc5)CC4)ncnc32)c(C)c1	3%	9%[57.1 µM]	6%	-1	7%	22%[57.1 µM]	?	-17%	i
COc1ccc(-c2csc(NC(=O)CCN3C(=O)C4CC=CCC4C3=O)n2)cc1OC (centres undefined)	-1%	6%	5%	-2	22%	24%	15%	-22%	-6%
CCN(CC)c1ccc(/C=N/N2CCN(Cc3ccccc3Cl)CC2)c(O)c1	13%	-2%	20%	5	?	22%	-1%	-24%	-6%
CN1CCN(C2=C(Cl)C(=O)N(Cc3ccccc3)C2=O)CC1	-5%	-3%	-2%	-1	11%	-18%	-7%	-7%	-11%

Some of the compounds tested (hit frequency here may not be typical).
